# Assay outcomes (PubChem)
# TSG101-PTAP inh: qHTS Assay for Iinhibitors of HIV-1 Budding by Blocking the Interaction of PTAP/TSG101; Potency, µM (top dose mostly 115 µM), inactives show at the highest dose activity change, negative = inhibition, hits mostly inhibitors; Tumor susceptibility gene 101 protein (Homo sapiens), Q99816; 340,000 tested, under 10 active; Fluorescence polarization, FITC-PTAP peptide / Tsg101 binding; active means well fitted inhibition curve with a large enough effect in the main read-out, with a control signal flat, not every such curve was filed as active; inconclusive means small, poorly fitted or top-dose-only effect, or effect the other way, or a change in a side signal; inactive means no such curve, though single readings can be large or run the other way; further: potency means the concentration at half of the fitted maximal effect; % of control where 0% means no effect
# Target sequence (Q99816 whole entry, looked up): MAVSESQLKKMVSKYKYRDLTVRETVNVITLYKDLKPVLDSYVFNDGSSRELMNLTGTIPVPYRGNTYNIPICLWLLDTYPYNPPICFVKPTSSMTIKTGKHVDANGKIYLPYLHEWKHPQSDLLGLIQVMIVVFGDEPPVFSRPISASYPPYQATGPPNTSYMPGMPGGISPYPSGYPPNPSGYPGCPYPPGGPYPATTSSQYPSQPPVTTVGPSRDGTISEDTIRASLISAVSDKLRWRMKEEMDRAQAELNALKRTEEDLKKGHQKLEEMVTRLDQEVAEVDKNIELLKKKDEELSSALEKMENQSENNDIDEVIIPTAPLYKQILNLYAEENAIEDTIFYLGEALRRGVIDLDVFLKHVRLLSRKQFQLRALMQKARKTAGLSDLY
#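 Compounds were pin-transferred onto Tsg101 binding domain (10 uM final) in HEPES pH 7.5 buffer, then FITC-PTAP peptide was added at 50 nM final. After 20 min at RT, polarization reported peptide displacement across a qHTS concentration series.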
# a7 integrin act: qHTS for Activators of Integrin-Mediated Alleviation for Muscular Dystrophy; alpha7betagal myoblasts, beta-gal FDG fluorescence, 48 h; Potency, µM (titrated, usually from 38.3 µM), inactives show at the top dose activation, actives largely listed as activators; 350,000 tested, 0.064% active; AID 624291, 2012;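 further: potency means the concentration at half of the fitted maximal effect; 100% = response of the positive control SU9516; nearly all actives have a fitted effect of over 60% in size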
#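 alpha7betagal+/- myoblasts (passage 13, 250/well) treated 48 h at 37C with compounds at 1:260 dilution of DMSO stock. Lysed, then beta-galactosidase activity read as FDG fluorescence (ex 480/em 540) after 30 min, with pre-read for autofluorescence.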
# B2AR arrestin: qHTS assay of beta-arrestin-biased ligands of beta2-adrenergic receptor | AID 492947, 2010 | 330,000 tested, 0.02% active | Potency, µM (series often up to 46.1 µM), inactives show at the top dose activation, actives largely listed as activators | beta-arrestin recruitment to beta2AR, cell-based reporter;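 further: potency means the concentration at half of the fitted maximal effect; 0% = DMSO controls and full agonism = EC100 isoproterenol or metaproterenol; nearly all actives have a fitted effect of over 65% in size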
# Target sequence (P07550 whole entry, looked up): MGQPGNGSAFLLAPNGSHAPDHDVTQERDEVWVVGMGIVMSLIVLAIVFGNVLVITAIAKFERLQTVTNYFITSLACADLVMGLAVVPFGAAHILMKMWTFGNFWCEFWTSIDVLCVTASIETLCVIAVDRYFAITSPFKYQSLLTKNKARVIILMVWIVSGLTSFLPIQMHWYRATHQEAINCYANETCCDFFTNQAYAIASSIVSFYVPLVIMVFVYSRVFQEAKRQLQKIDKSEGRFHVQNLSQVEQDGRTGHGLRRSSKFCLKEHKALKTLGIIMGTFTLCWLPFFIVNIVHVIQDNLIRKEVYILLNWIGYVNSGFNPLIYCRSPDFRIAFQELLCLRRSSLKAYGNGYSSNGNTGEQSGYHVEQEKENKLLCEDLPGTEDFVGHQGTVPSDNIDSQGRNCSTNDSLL
# TRPV1 agonist: HTS Assay for Compounds that Act as Agonists of the Vanilloid Receptor 1. 320,000 tested, 0.19% active. activation, % at 8.33 µM. TRPV1-expressing cells, Fluo-8 calcium influx, agonist mode. AID 540275, 2011; in the data active means activation above about 80%; inconclusive means between about 30% and that limit; further: 0% is about no effect
#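 Fluo-8 calcium influx in TRPV1-expressing cells, kinetic read (ex 480/em 520 nm). Compound added and read 3 min for agonist activity, followed by capsaicin at EC20 final and 2 min further read for enhancement.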
# ELG1 genotox: qHTS screen for small molecules that induce genotoxicity in human embryonic kidney (HEK293T) cells expressing luciferase-tagged ELG1; 330,000 tested, 1.3% active; AID 504466, 2011; Potency, µM (titrated, usually from 46 µM), for the others: top-dose activity change, positive = activation, usual class: activators; HEK293T ELG1-luciferase reporter, luminescence, 16 h; further: potency means the concentration at half of the fitted maximal effect; % of control where 0% means no effect; nearly all actives have a fitted effect of over 60% in size
#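 Genotoxic stress is detected as increased luminescence from luciferase-tagged ELG1 in HEK293T cells, measured with ONE-Glo after a 16 hr treatment at 37 °C.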
# S-ASM inh: Inhibitors of Secretory Acid Sphingomyelinase (S-ASM): qHTS. Sphingomyelin phosphodiesterase (Homo sapiens), P17405. placental ASM, HMU-PC fluorogenic substrate, 60 min. Potency, µM (series often up to 57.5 µM), inactives show at the highest dose activity change, negative = inhibition, actives largely listed as inhibitors. 340,000 tested, 0.006% active. AID 504937, 2011; further: potency means the concentration at half of the fitted maximal effect
#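 Fluorescence read-out (Ex 386 nm, Em 447 nm) after stopping the reaction at pH 10. Enzyme: ASM from human placenta; substrate HMU-PC0, 9 uM final; 60 min, 37 °C. Compound preincubation 10 min, ambient temperature.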
# uPA generation: qHTS for Inhibitors of Cell Surface uPA Generation; 330,000 tested, 0.31% active; cell surface uPA generation assay, qHTS; Potency, µM (top dose mostly 38.3 µM), for the others: at the highest dose activity change, negative = inhibition, actives largely listed as inhibitors; active means well fitted inhibition curve with a large enough effect; inconclusive means small, poorly fitted or top-dose-only effect; inactive means no such curve, though single readings can be large or run the other way; tested in mouse RAW 264.7 cells; further: potency means the concentration at half of the fitted maximal effect; on the % scale 0 is the no-effect control and ±100 the full control effect; nearly all actives have a fitted effect of over 55% in size
# Eya2 inh: qHTS Assay for Inhibitors of the Phosphatase Activity of Eya2. Protein phosphatase EYA2 (Homo sapiens), O00167. recombinant Eya2, OMFP fluorescence dephosphorylation (OMFP is methylfluorescein phosphate). Potency, µM (top dose mostly 76.9 µM), inactives show at the top dose activity, negative = inhibition, most hits filed as inhibitors. 330,000 tested, 0.006% active; further: potency means the concentration at half of the fitted maximal effect; on the % scale 0 is the no-effect control and ±100 the full control effect
#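 Eya2 (0.2 uM) preincubated 10 min at ambient with compound, then OMFP substrate added at 50 uM; 10 min reaction in 50 mM HEPES pH 7.5, 50 mM NaCl, 5 uM MgCl2, 0.05% BSA, 1 mM DTT. Fluorescence read at Ex 485/Em 525 nm.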
# BRCA1 expr act: qHTS Assay to Identify Small Molecule Activators of BRCA1 Expression. Potency, µM (titrated, usually from 46.1 µM), for inactives: top-dose activation, hits mostly activators. 380,000 tested, 1.1% active. MCF7-BRCA1-FFLuc reporter, luminescence, 48 h; response scale: scaled: vehicle 0%, 10 µM genistein 100%; further: potency means the concentration at half of the fitted maximal effect; nearly all actives have a fitted effect of over 80% in size; some results filed as inactive show a strong effect at the top dose
#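 First, MCF7-BRCA1-FFLuc cells (2000/well) attach for 2 h; next, compounds are pin-added and incubated 48 h at 37 °C; finally, luciferase reagent is added and luminescence read after 15 min.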
# USP2a inh: qHTS Assay for Inhibitors of Ubiquitin-specific Protease USP2a Using CHOP2 as the Reporter; USP2 core, Ub-CHOP2 coupled fluorogenic reporter, 485/531; Potency, µM (doses to about 38.3 µM), for inactives: at the highest dose activity change, negative = inhibition, usual class: inhibitors; 330,000 tested, 0.01% active; AID 463254, 2010;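 further: potency means the concentration at half of the fitted maximal effect; plate controls were DMSO wells for no effect and full inhibition by NEM control for full effect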
#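 Deubiquitinase activity read as fluorescence (485/531 nm) after Ub-CHOP2 cleavage activates the enterokinase reporter on its substrate; USP2 core 10nM, Ub-CHOP2 and substrate 25nM each, 30min compound preincubation then 60min RT; data normalized to NEM, curves fitted.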
# p53 reactivation: qHTS assay for re-activators of p53 using a Luc reporter | AID 504706, 2011 | 320,000 tested, 0.063% active | H1299 p53-A138V BP100-luciferase reporter, luminescence, 24 h | Potency, µM (doses to about 92.2 µM), for inactives: at the highest dose activity change, positive = activation, actives largely listed as activators; further: potency means the concentration at half of the fitted maximal effect; % of control where 0% means no effect; nearly all actives have a fitted effect of over 45% in size
#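 H1299 (p53-null), stable ts p53-A138V + BP100-Luc; 1000 cells/well, Opti-MEM/10% FBS; cpd 4 pt, 1:5; 24 h, 37 deg C, 5% CO2; detection reagent 10 min RT; luminescence.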
# * = called active by the depositor; u = inconclusive; x = no result given; [ ] = remark or other dose. Unless noted, the call rests on the fitted dose curve; in most records, active means well fitted curve in the direction sought with a large enough effect; inconclusive means small, poorly fitted or top-dose-only effect, or another doubt; inactive means no such curve, though single readings can be large; an effect the other way counts as inactive or inconclusive.
# Values in the order: TSG101-PTAP inh	a7 integrin act	B2AR arrestin	TRPV1 agonist	ELG1 genotox	S-ASM inh	uPA generation	Eya2 inh	BRCA1 expr act	USP2a inh	p53 reactivation
- O=C1Nc2cccnc2Sc2ccccc21
  -4%	-12%	-0.1%	3	-2%	0%	6%	-19%	6%	0%	-6%
- COc1ccc(NC(=O)C2CC(=O)N(c3cccc(C)c3C)C2)cc1 (stereo not drawn)
  -5%	6%	-1.2%	1	-3%	5%	-2%	-10%	-2%	-1%	-1%
- c1ccc(Cn2nnc3c(N4CCCCCC4)ncnc32)cc1
  -4%	-8%	-0.1%	23	u	-1%	7%	-8%	-3%	-1%	-1%
- CCc1cc(=O)oc2cc(OCC(=O)NCc3ccccn3)ccc12
  -6%	14%	0.0%	0	-1%	-1%	-4%	12%	0%	1%	2%
- O=C(c1ccco1)c1cn(CC(=O)N2CCCC2)c2ccccc12
  -2%	4%	0.4%	-1	9%	-3%	-1%	17%	19%	-2%	1%
- COc1ccc(C2C(C#N)=C(C)NC3=C2S(=O)(=O)c2ccccc23)cc1 (stereo not drawn)
  -8%	4%	0.5%	0	-3%	4%	-9%	-10%	-29%	-2%	-14%
- Cc1cc(=O)n2[nH]c(-c3ccco3)nc2n1
  -5%	2%	-0.2%	-2	3%	-1%	0%	11%	1%	-1%	1%
- O=C(Nc1ccc(S(=O)(=O)N2CCOCC2)cc1)c1cccc(Br)c1
  -3%	22%	0.1%	9	1%	-1%	5%	-19%	-1%	2%	x
- CC(OC(=O)C1CC=CCC1C(N)=O)C(Cl)=C(Cl)Cl (stereo not drawn)
  1%	-16%	-0.7%	6	-2%	1%	3%	0%	14%	0%	-7%
- COc1ccc(-c2cc(C(=O)N3CCc4ccccc4C3)no2)cc1OC
  -4%	-10%	0.3%	u	-7%	-14%	x	-16%	-3%	1%	-6%
- CCN(CC)S(=O)(=O)c1ccc(-c2nnc(SCC(=O)c3ccc(OC)cc3)o2)cc1
  0%	12%	-0.9%	-3	-1%	1%	-4%	5%	-4%	-1%	-6%
- O=C(CSc1nnc(-c2ccco2)n1CC1CCCO1)c1ccccc1 (stereo not drawn)
  -5%	1%	0.5%	13	3%	-1%	-8%	-12%	-1%	-1%	5%
- CCOC(=O)C1CCN(C(=O)Nc2ccc3nc(C)c(C)nc3c2)CC1
  1%	-11%	0.0%	-3	1%	195%[activator]	4%	8%	2%	0%	-11%
- COC(=O)c1ccccc1S(=O)(=O)NNC(=O)c1ccccc1-n1cccc1
  -6%	17%	-0.6%	-3	-1%	-2%	3%	-13%	7%	-3%	-9%
- CCc1ccc(N2C(=O)C(Cl)=C(Nc3ccc(C(=O)N4CCCC4)cc3)C2=O)cc1
  0%	0%	0.5%	-3	u	-12%	0%	-11%	0%	-1%	10%
- COc1ccc2nc(NC(=O)Cc3cccs3)sc2c1
  1%	-17%	0.1%	0	6.5µM*	-16%	3%	-25%	u	-2%	u
- CCC(=O)OCC(=O)Nc1cc(S(=O)(=O)N(C)C)ccc1Cl
  -4%	14%	0.0%	2	0%	2%	8%	-4%	6%	0%	-2%
- CN1CC(=O)NC1=NC(=O)c1cc(F)c(F)cc1Cl
  -4%	28%	0.6%	4	0%	0%	-4%	0%	-3%	1%	-2%
- CCCCCCC(NC(=O)Cc1ccc2ccccc2c1)C(=O)O (stereo not drawn)
  -1%	9%	-1.0%	x	-2%	0%	-2%	1%	-5%	1%	-6%
- Cc1ccc2nc(-c3ccsc3)c(NC3CCCC3)n2c1
  1%	-4%	-0.3%	u	2%	249%[activator]	1%	-1%	9%	7%	5%
- Cc1ccc(S(=O)(=O)N2CCC3(CC2)OCCO3)c(C)c1
  -12%	6%	-1.2%	4	4%	0%	-1%	-4%	-1%	1%	25%
- COc1ccc2[nH]c(=O)c(CN(Cc3cccnc3)C(=O)Nc3ccccc3)cc2c1
  3%	4%	0.4%	0	-13%	22%	0%	-9%	-28%	-1%	-7%
- CSc1ccc(/C=N/N2CCN(Cc3ccccc3Cl)CC2)cc1
  0%	11%	0.3%	1	-3%	0%	3%	-1%	-6%	-1%	-5%
- CCOc1ccc(NC(=O)CC2C(=O)N(CC)C(=S)N2CCN2CCOCC2)cc1 (stereo not drawn)
  -1%	1%	0.0%	6	-3%	6%	-5%	5%	-14%	1%	-5%
- CCOC(=O)c1oc2ccccc2c1NC(=O)C1CCCCC1
  -2%	24%	-0.1%	4	-3%	-1%	x	-31%	0%	0%	5%
- COc1cccc(-c2ccc(C#N)c(SCC(=O)NCCc3cccc(Cl)c3)n2)c1
  -2%	-26%	-0.5%	-2	13%	-1%	4%	-7%	-15%	1%	-2%
- O=C(COC(=O)c1cccc(S(=O)(=O)N2CCCC2)c1)NCc1ccccc1
  -3%	-11%	-0.7%	u	2%	-2%	3%	5%	0%	-2%	3%
- O=C(CCNC(=O)C1CCN(S(=O)(=O)c2ccc(F)cc2)CC1)Nc1ccccc1
  -5%	2%	0.2%	-4	-1%	0%	2%	2%	4%	2%	-10%
- O=C1C(=O)N(CCN2CCOCC2)C(c2ccncc2)/C1=C(/O)c1ccc2c(c1)OCO2 (stereo not drawn)
  0%	-3%	-0.6%	-4	0%	1%	4%	-21%	10%	4%	-8%
- Cc1ccc(-c2nnc(-c3cccc(Br)c3)o2)cc1
  -7%	-2%	-0.2%	19	8.2µM*	-1%	-3%	6%	3%	-3%	11%
- COc1cccc(-n2c(COc3ccccc3C)nnc2SCC(=O)O)c1
  -8%	5%	0.4%	-4	-1%	2%	-5%	1%	0%	4%	-5%
- CCOC(=O)c1cc(C)nc(Sc2ccc(C)cc2)c1C#N
  0%	-10%	0.1%	17	3%	0%	-6%	-14%	-7%	2%	1%
- O=C(Cc1ccc(S(=O)(=O)N2CCOCC2)s1)Nc1cc(C(F)(F)F)cc(C(F)(F)F)c1
  -2%	-37%	0.0%	22	-7%	u	-21%	-3%	-52%	-1%	-1%
- CCn1c(C(C)C)n[nH]c1=S
  -1%	5%	-0.3%	-5	29%	1%	-3%	-3%	-26%	-1%	-1%
- O=C(COC(=O)Cc1n[nH]c(=O)c2ccccc12)NNC(=O)c1ccc(Cl)cc1
  0%	-8%	-0.3%	0	1%	-2%	-2%	-15%	-29%	1%	0%
- Cc1nn(C2CCS(=O)(=O)C2)c(C)c1CN(C)C(=O)c1ccccc1 (stereo not drawn)
  -2%	-21%	0.0%	3	0%	1%	11%	-3%	0%	2%	u
- O=[N+]([O-])c1cccnc1N1CCC(c2cc(-c3ccc(Cl)cc3)n[nH]2)CC1
  -3%	-40%	0.0%	11	2%	u	0%	-13%	-76%	-13%	-7%
- COc1ccc(-c2ccc(=O)n(CC(=O)NCC3COCCO3)n2)cc1 (stereo not drawn)
  -4%	-22%	-0.1%	-1	1%	7%	-2%	-1%	11%	0%	3%
- CC(C)(C)c1ccc(/C=N/NC(=O)C[n+]2ccccc2)cc1
  4%	17%	0.4%	0	0%	-2%	-2%	-6%	0%	2%	0%
- CCN(C(=O)C=Cc1ccco1)c1ccccc1
  -8%	5%	x	x	x	5%	1%	x	7%	x	x
- N=c1c2c3c(sc2ncn1CCN1CCOCC1)CCCCC3
  -10%	-31%	0.0%	0	-3%	2%	-1%	0%	-6%	0%	-4%
- O=C(CN1CCN(S(=O)(=O)c2ccc(Cl)cc2)CC1)Nc1ccc(N2CCOCC2)cc1
  0%	7%	0.5%	-4	-1%	1%	2%	-1%	20%	-2%	-5%
- O=C(Cn1ncc2c(=O)oc3ccccc3c21)N1CCCN(Cc2ccccc2F)C1
  -4%	21%	0.4%	-1	-2%	-1%	2%	2%	13%	0%	5%
- CCOC(=O)N1CCC(NS(=O)(=O)c2ccc(C)cc2)CC1
  -1%	15%	-0.2%	2	-4%	-4%	-25%	22%	-29%	2%	5%
